KCNK9 block – human KCNK9 channel inhibition. HEK293 KCNK9, FluxOR thallium flux fluorescence; stronger effect = lower value. B-score at 10 µM. 1.2% of 310,000 active;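 active = ratio B-score over 3 SD below the library mean, with starting fluorescence within 5 SD of its mean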;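 note: negative B-score means less thallium flux so channel inhibition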
MrgX1 allo act – allosterically activates human MrgX1 receptor signaling. Q96LB2. MrgX1-HEK293, Fluo-4 calcium flux, FDSS; stronger effect = higher value. B-score at 10 µM. 0.63% of 310,000 active. AID 588675;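 active = plate-corrected calcium response at least 3 library SD above typical, normal starting fluorescence, not activating the receptor alone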;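 note: compound read alongside a low EC10 to EC30 dose of BAM8-22 agonist; peak minus trough fluorescence over baseline measured at the second addition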
MrgX1 agonist – agonists of human MrgX1 receptor | 0.44% of 310,000 active | B-score at 10 µM | MrgX1-HEK293 cells, Fluo-4 calcium fluorescence, agonist mode; stronger effect = higher value;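 active = calcium response B-score plate-corrected fluorescence ratio at least 3 library SD, with starting fluorescence B-score inside 5 SD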
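Test system: Stable human MrgX1 HEK293 cell line | Schedule: Overnight plating before 1 h dye loading | Read-out basis: Baseline-normalised fluorescence change ratio, B-scored | Detection: Kinetic calcium dye fluorescence, Fluo-4 NW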
KCNK3 inh – human KCNK3 channel inhibition, primary screen; O14649; CHO-KCNK3 thallium flux, FluxOR fluorescence; stronger effect = lower value; B-score at 10 µM; 0.84% of 340,000 active;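 active = B-score under library mean minus 4 SD, starting fluorescence ratio at most library mean plus 5 SD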;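 note: more negative B-score means stronger inhibition of thallium flux through KCNK3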
Target sequence (O14649 whole entry, looked up): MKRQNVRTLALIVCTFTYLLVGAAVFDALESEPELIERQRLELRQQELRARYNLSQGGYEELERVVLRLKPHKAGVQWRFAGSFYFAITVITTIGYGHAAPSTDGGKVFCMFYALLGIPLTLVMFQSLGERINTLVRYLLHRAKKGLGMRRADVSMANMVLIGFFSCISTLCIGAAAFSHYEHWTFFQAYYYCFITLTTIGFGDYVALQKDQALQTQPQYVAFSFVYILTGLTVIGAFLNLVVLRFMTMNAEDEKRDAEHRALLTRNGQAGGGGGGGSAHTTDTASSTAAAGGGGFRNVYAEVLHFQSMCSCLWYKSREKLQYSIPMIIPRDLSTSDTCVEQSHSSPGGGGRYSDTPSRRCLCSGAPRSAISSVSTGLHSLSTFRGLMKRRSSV
hERG protect – shields human hERG channel from block by proarrhythmic agents. Q12809. CHO-hERG, FluxOR thallium flux, dofetilide IC70 present. 0.51% of 310,000 active. activation (rescue from dofetilide block), less the hit threshold, % at 10 µM;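 active = activation above the mean of controls blocked by dofetilide plus 5 SD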;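 note: thallium influx through hERG after potassium depolarization seen as dye fluorescence rise; in these data hits start at about 4.7%; inactives centre near -7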
ANO1 activ – activates or potentiates the mouse TMEM16A chloride channel | Q8BHY3 | HEK293 TMEM16A/YFP-H148Q/I152L, iodide quench fluorescence; stronger effect = lower value | B-score at 10 µM | 0.3% of 340,000 active;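 active = fluorescence-ratio B-score plate-corrected deviation score at least 3 library SD below zero, with starting fluorescence score within 5 deviations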;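 note: channel opened by trigger with iodide after compound preincubation; score built on the fluorescence ratio of max minus min over baseline; more negative score means more quench and so TMEM16A activation or potentiation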
TMEM16A inh – blocks the mouse calcium-activated chloride channel TMEM16A; Q8BHY3; HEK293 TMEM16A/YFP iodide influx fluorescence, ionomycin; normalized B-score (activity score, 25-100; higher = stronger inhibition) at 10 µM; 1.2% of 310,000 active;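 active = ratio plate-corrected score three or more library SD toward inhibition, starting fluorescence score within five deviations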;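 note: score derived from kinetic fluorescence span divided by baseline fluorescence per well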
RGS4 inh – human RGS4 inhibition; B-score at 10 µM; HEK293 M3R/RGS4 inducible, Fluo-4 calcium flux; stronger effect = higher value; triggered by carbachol at its EC20; P49798; 0.45% of 310,000 active; AID 463165;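 active = B-score, a plate-corrected calcium signal, over three deviations above library mean, with baseline fluorescence within five deviations of library mean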;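 note: RGS4 expression induced by doxycycline in cells with stable M3 receptor; B-score is computed from the integrated fluorescence ratio over baseline after carbachol; higher B-score means a larger calcium signal and so more RGS4 inhibition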
KCNQ1 pot – potentiators or activators of human KCNQ1 potassium channel | P51787 | CHO-K1 KCNQ1, thallium flux FluxOR fluorescence; stronger effect = higher value | B-score at 10 µM | 0.35% of 310,000 active;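 active = fluorescence ratio B-score, a plate-corrected score, at least three library SD, with initial intensity B-score within 5 SD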
Target sequence (P51787 whole entry, looked up): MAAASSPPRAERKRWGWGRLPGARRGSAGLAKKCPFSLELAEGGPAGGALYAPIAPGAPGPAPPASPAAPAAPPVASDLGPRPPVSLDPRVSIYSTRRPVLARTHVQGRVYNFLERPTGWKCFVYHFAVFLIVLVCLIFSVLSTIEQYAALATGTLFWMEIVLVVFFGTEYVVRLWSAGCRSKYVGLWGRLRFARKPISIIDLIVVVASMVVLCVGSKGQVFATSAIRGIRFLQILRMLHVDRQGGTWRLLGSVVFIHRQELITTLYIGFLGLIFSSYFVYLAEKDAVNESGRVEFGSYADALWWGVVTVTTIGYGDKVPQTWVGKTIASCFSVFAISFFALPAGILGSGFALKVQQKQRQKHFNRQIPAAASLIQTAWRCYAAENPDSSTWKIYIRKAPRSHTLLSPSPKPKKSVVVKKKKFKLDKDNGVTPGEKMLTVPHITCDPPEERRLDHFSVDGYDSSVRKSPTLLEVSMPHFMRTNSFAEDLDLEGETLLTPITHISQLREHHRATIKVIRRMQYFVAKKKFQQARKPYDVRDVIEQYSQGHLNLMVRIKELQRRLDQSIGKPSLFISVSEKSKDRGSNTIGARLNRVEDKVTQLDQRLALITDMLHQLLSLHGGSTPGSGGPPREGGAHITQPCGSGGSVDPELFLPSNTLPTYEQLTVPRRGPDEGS
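Schedule – 37 °C overnight plating, 90-min dark dye load, 20-min compound pretreatment · System – stable KCNQ1 CHO-K1 line · Probe or stimulus – thallium- and potassium-containing depolarizing buffer · Measured by – kinetic FluxOR fluorescence, 10 s baseline plus 110 s post-stimulus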
RGS4 act – RGS4 potentiation or activation; HEK293 M3R/inducible RGS4, carbachol calcium flux Fluo4; stronger effect = lower value; B-score at 10 µM; 0.92% of 310,000 active;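 active = B-score of the integrated calcium signal more than 4 SD below the library mean, with starting fluorescence not abnormally high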;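 note: negative B-score means reduced calcium response which marks RGS4 activation or potentiation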
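Also added: carbachol at ECmax as muscarinic agonist stimulus; Assay system: HEK293 cells with stable M3R and inducible RGS4; Timing: overnight RGS4 induction, 30 min dye load 37 °C, 20 min compound RT; Measured by: Fluo4-AM (2 µM) calcium-flux fluorescence, kinetic read.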
KCNQ1 block – inhibitors of human KCNQ1 potassium channel; P51787; CHO-K1 KCNQ1, FluxOR thallium flux fluorescence; stronger effect = higher value; B-score at 10 µM; 1.3% of 310,000 active;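 active = compounds whose thallium flux B-score, printed positive for inhibition, exceeds three library SD while starting fluorescence stays within three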;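 note: channel opened by potassium depolarization with thallium stimulus after 20 min compound exposure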
Starred values were filed as active, the others as inactive; i = inactive; · = not tested or not shown. An unsorted share of the library (roughly 6.3% active in at least one column).

SMILES	KCNK9 block	MrgX1 allo act	MrgX1 agonist	KCNK3 inh	hERG protect	ANO1 activ	TMEM16A inh	RGS4 inh	KCNQ1 pot	RGS4 act	KCNQ1 block
Cc1ccccc1C(=O)OC(C)CN1CCN(C)CC1 (centres undefined)	i	i	i	i	-6	i	i	i	i	i	i
O=C(NCc1nnc(SCC(=O)N2CCN(c3ccccc3)CC2)o1)c1ccco1	i	i	i	i	-5	i	i	i	i	i	i
O=C1CN(C(=O)c2ccc(Br)o2)C(c2ccccc2)c2cc(Cl)ccc2N1 (centres undefined)	i	i	i	i	-12	i	i	i	i	i	i
Nc1nc(C2CC(=O)OC23CCCCC3)cs1 (centres undefined)	i	i	i	i	-8	i	i	i	i	i	i
FC(F)(F)c1ccc(-n2cnc3ccccc32)nc1	i	i	i	i	-6	i	i	i	i	i	i
C[C@]12CCC[C@H](O1)c1c(cc3c(c1O)C(=O)c1c(O)cc(O)cc1C3=O)O2	-12*	i	i	-10*	-5	i	i	i	i	i	14*
COc1cc(CNCCSc2nnnn2C)cc(Br)c1OCc1ccc(F)cc1	i	i	i	i	-21	i	i	i	i	i	i
Clc1ccc2oc3c(Cl)ncnc3c2c1	i	i	i	i	-8	i	i	i	i	i	i
N#C/C(=C\c1ccc(O)c(O)c1)S(=O)(=O)c1ccccc1	i	14*	i	i	-12	i	i	i	i	i	i
CCN(CC)c1nc2c(c(=O)[nH]c(=O)n2C)n1CCOc1ccccc1	i	i	i	i	-10	i	i	i	i	i	i
COc1ccccc1-c1nc(N)n[nH]1	i	i	i	i	-10	i	i	i	i	i	i
Cc1cccc(/C=C2\CCC(C3CCCC3)C2=O)c1 (centres undefined)	i	i	i	i	-5	i	i	i	i	i	i
O=C(c1ccc(N2CCCC2=O)cc1)N1CCN(c2ccccc2F)CC1	i	i	i	i	-6	i	i	i	i	i	i
COc1cc(CNc2ncn[nH]2)cc(Br)c1OC	i	i	i	i	-10	i	i	i	i	i	i
CCCc1nc2oc3ccccc3c(=O)c2c(=O)n1-c1ccc(C)cc1	i	i	i	i	-11	i	i	i	i	i	i
COc1ccc(C(=O)N/C(=C\c2ccccc2)C(=O)Nc2ccccc2C(=O)O)cc1	i	i	i	i	-4	i	i	i	i	i	i
COCCCN(Cc1ccco1)C(=O)c1cc2c(s1)-c1ccc(Cl)cc1S(=O)(=O)C2	i	i	i	i	-8	i	i	i	i	i	i
CCn1cc(C(=O)NCc2ccco2)c2cc(OC)c(OC)cc2c1=O	i	i	i	i	-11	i	i	i	i	i	i
COC(=O)C1=C(C)NC(C)=C(C(=O)OCC2CCCO2)C1c1cccc(Cl)c1 (centres undefined)	i	i	i	-11*	-14	i	i	i	i	i	i
CC(C)CCn1c(=O)c2ccccc2n2c(CCC(=O)NC3CCN(Cc4ccccc4)CC3)nnc12	i	i	i	i	-9	i	i	i	i	i	i
COc1cccc(/C=N/NC(=O)CSc2cccc3cccnc23)c1	i	i	i	i	-11	i	i	i	i	i	i
COc1ccc(CC2(CO)CCN(Cc3cccnc3)CC2)cc1	i	i	i	i	-9	i	i	i	i	i	i
Cn1nc(C(F)(F)F)c(C#N)c1N1CCN(c2ccccn2)CC1	i	i	i	i	-5	i	i	i	i	i	i
CNC(=S)N1CCN(c2c(F)cc3c(=O)c(C(=O)O)cn(C4CC4)c3c2OC)CC1C (centres undefined)	i	i	i	i	-5	i	i	i	i	i	i
CCOC(=O)C1CCN(C(=O)N2CCOCC2)CC1	i	i	i	i	-6	i	i	i	i	i	i
O=C(O)c1cc(N2C(=O)C3C4C=CC(C4)C3C2=O)ccc1NCc1cccnc1 (centres undefined)	i	i	i	i	-2	·	i	i	i	i	i
Cc1nn(-c2ccccc2)c(C)c1C(=O)Nc1ccc(N2CCOCC2)cc1	i	i	i	i	-6	i	i	i	i	i	i
COc1ccc2oc(=Nc3cc(F)ccc3F)c(C(N)=O)cc2c1	i	i	i	i	-9	i	i	i	i	i	i
COc1ccccc1OCc1nc(C#N)c(NCCCn2ccnc2)o1	i	i	i	i	-2	i	i	i	i	i	i
CC(NC(=O)COC(=O)/C(=C/c1cccs1)c1cccs1)c1ccccc1 (centres undefined)	-6.8*	i	i	i	-9	i	i	i	i	i	i
O=C(NNC(=O)c1cccs1)c1ccc(F)cc1	i	i	i	i	-1	i	i	i	i	i	i
CCCCCCNc1c(C(=O)OCC)c(=O)[nH]c2ccccc12	i	i	i	i	-7	i	i	i	i	i	i
CC(=O)N1CCN(C(=O)c2cc(S(=O)(=O)N3CCCCC3)ccc2Cl)CC1	i	i	i	i	-12	i	i	i	i	i	i
CCOc1ccc(Nc2nc(Nc3ccc(O)cc3)nc(C)c2[N+](=O)[O-])cc1	i	i	i	i	-8	i	i	i	i	i	i
O=C(Cc1c[nH]c2ccccc12)N[C@@H](Cc1c[nH]c2ccccc12)C(=O)O	i	i	i	i	-2	i	i	i	i	i	i
Cc1cc(Cl)ccc1OCC(=O)Nc1cccnc1	i	i	i	i	-6	i	i	i	i	i	i
CCC(CC)c1nnc(NC(=O)CCc2ccccc2)s1	i	i	i	i	-4	i	i	i	i	i	i
CCCCNC(=O)CSc1nc(N)c(C(=O)Nc2ccc(OC)cc2)s1	i	i	i	i	-2	i	i	i	i	i	i
COc1cnn(Cc2ccccc2)c(=O)c1SCc1ccccc1	i	i	i	i	-8	i	i	i	i	i	i
CCN1CCCC1CNC(=O)c1ccc(N2CCOCC2)c(NS(=O)(=O)c2ccc(OC)cc2)c1 (centres undefined)	i	i	i	i	-7	i	i	i	i	i	i
Cc1onc(-c2c(F)cccc2Cl)c1C(=O)NC(=S)NC1CCSC1=O (centres undefined)	i	i	i	i	3	i	i	i	i	i	i
CCOC(=O)c1nnn(-c2nonc2OC)c1-c1ccccc1	i	i	i	i	-24	i	i	i	i	i	i
CC1(C)C2CCC1(CS(=O)(=O)NCc1ccc(Cl)cc1Cl)C(=O)C2 (centres undefined)	i	i	i	i	-5	i	i	i	i	i	i
Cc1cc(C=O)c(C)n1-c1ccc(N2CCCC2)c([N+](=O)[O-])c1	i	i	i	i	-9	i	i	i	i	i	i
O=C(NC(=S)NC(CO)c1ccccc1)c1ccc(F)cc1 (centres undefined)	i	i	i	i	-1	i	i	i	i	i	i
CC(=O)N1CCN(C(=O)c2cc(S(=O)(=O)NCc3ccccc3)ccc2C)CC1	i	i	i	i	-8	i	i	i	i	i	i
CCN(CC)CCn1c2c(c(SCC(=O)Nc3nc4ccccc4s3)nc1=O)CCC2	i	i	i	i	-9	i	i	i	i	i	i
COc1ccc(NC(=O)C(=O)c2cn(CC(=O)N3CCCC3)c3ccccc23)c(OC)c1	i	i	i	i	-8	i	i	i	i	i	i
CNC(=O)c1c(NC(=O)c2ccc(S(=O)(=O)N3CCCCC3C)cc2)sc2c1CCN(C)C2 (centres undefined)	i	i	i	i	-9	i	i	i	i	i	i
CC1CCCCN1C(=O)CSc1nc(N)cc(=O)[nH]1 (centres undefined)	i	i	i	i	-7	i	i	i	i	i	i

(listing goes on)
SMILES	KCNK9 block	MrgX1 allo act	MrgX1 agonist	KCNK3 inh	hERG protect	ANO1 activ	TMEM16A inh	RGS4 inh	KCNQ1 pot	RGS4 act	KCNQ1 block
COc1ccc(C(=O)n2nc(-c3ccco3)nc2N)cc1	i	i	i	i	-3	i	i	i	i	i	i
CC(C)Oc1ccc(CNCCC2(C(C)C)CCOC(C)(C)C2)cc1 (centres undefined)	i	i	i	i	-14	i	i	i	i	i	i
COc1ccc(OCCN2C(=O)c3ccccc3C2=O)cc1	i	i	i	i	-8	i	i	i	i	i	i
Cn1/c(=N\NC(=O)C2CCCCC2)sc2ccccc21	i	i	i	i	0	i	i	i	i	i	i
CCCc1[nH][nH]c(=O)c1C(c1cccc(Cl)c1)C(C#N)C#N (centres undefined)	i	i	i	i	-3	i	i	i	i	i	i
CN(C)C(CNC(=O)c1cccc(NS(=O)(=O)c2ccc(Br)cc2)c1)c1ccco1 (centres undefined)	i	i	i	i	-15	i	i	i	i	i	i
O=C(NNS(=O)(=O)c1ccc2ccccc2c1)c1cccs1	i	i	i	i	-8	i	i	i	i	i	i
CS(=O)(=O)N(CC(=O)Nc1ccc(S(=O)(=O)N2CCOCC2)cc1)c1ccccc1Br	i	i	i	i	-6	i	i	i	i	i	i
O=S(=O)(Nc1cnc2ccccc2c1)N1CCCCCC1	i	i	i	i	-9	i	i	i	i	i	i
COc1ccc(OCc2cc(C(=O)NC(C)c3cnn(C)c3)no2)c(Cl)c1 (centres undefined)	i	i	i	i	-8	i	i	i	i	i	i

Reprinted at random: 4 compounds from above
SMILES	KCNK9 block	MrgX1 allo act	MrgX1 agonist	KCNK3 inh	hERG protect	ANO1 activ	TMEM16A inh	RGS4 inh	KCNQ1 pot	RGS4 act	KCNQ1 block
Cn1/c(=N\NC(=O)C2CCCCC2)sc2ccccc21	i	i	i	i	0	i	i	i	i	i	i
COc1ccc(C(=O)n2nc(-c3ccco3)nc2N)cc1	i	i	i	i	-3	i	i	i	i	i	i
CS(=O)(=O)N(CC(=O)Nc1ccc(S(=O)(=O)N2CCOCC2)cc1)c1ccccc1Br	i	i	i	i	-6	i	i	i	i	i	i
CCCc1[nH][nH]c(=O)c1C(c1cccc(Cl)c1)C(C#N)C#N (centres undefined)	i	i	i	i	-3	i	i	i	i	i	i

Later entries.
SMILES	KCNK9 block	MrgX1 allo act	MrgX1 agonist	KCNK3 inh	hERG protect	ANO1 activ	TMEM16A inh	RGS4 inh	KCNQ1 pot	RGS4 act	KCNQ1 block
O=C1NCCCC1C(=O)N1CCCCC1 (centres undefined)	i	i	i	i	-15	i	i	i	i	i	i
Cc1ccc(Nc2nc(N)nc(CN3CCN(Cc4ccccc4)CC3)n2)cc1Cl	i	i	i	i	-21	i	i	i	i	i	i
CCOC(=O)N1CCN(S(=O)(=O)c2ccc(C(=O)N(CCN(C)C)c3nc4ccc(CC)cc4s3)cc2)CC1	i	i	i	i	-11	i	i	i	i	i	i
O=C(O)c1cc(S(=O)(=O)Nc2ccc3oc(=O)sc3c2)ccc1O	i	i	i	·	-11	·	i	i	i	i	i
COc1ccc(-c2nn(-c3ccccc3)cc2/C=C2/SC(=S)N(Cc3ccco3)C2=O)c(C)c1	i	i	i	i	-6	i	i	i	i	i	i

From PubChem BioAssay
